CSN deneddyl inh: inhibitors of CSN-mediated cullin deneddylation, primary screen, biochemical, fluorescence polarization, uHTS. actives 0.38% (n = 360,000). inhibition, % at 12.5 µM. Purified CSN, SCF-Nedd8-OG deneddylation;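 active means pattern-corrected inhibition above about 35%, with an unprinted fluorescence ratio check between 0.5 and 1.5, limit read from the data, passing the limit was not always enough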;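 further: 0% = enzyme with substrate and 100% = substrate without enzyme; some results filed as inactive read as strong as hits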
Target sequence (Q92905 whole entry, looked up, one chain of several): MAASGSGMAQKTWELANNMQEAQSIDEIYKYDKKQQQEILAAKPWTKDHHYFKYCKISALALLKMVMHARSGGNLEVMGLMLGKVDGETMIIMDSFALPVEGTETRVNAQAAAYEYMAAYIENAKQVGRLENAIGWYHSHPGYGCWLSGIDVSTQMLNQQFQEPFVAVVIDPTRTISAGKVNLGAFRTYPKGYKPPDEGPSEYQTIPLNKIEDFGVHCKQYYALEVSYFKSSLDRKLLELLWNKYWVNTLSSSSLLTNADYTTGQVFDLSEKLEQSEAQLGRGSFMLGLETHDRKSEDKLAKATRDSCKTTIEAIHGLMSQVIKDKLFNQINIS
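Material: human Csn5 produced in HEK293T cells; Input: enzyme 0.24 nM; Reagent: SCFSkp2-Nedd8OG substrate at 10 nM final; Dosing: 12.5 µM compound; Incubation: 90 min reaction at room temperature; Detection: fluorescence polarization of the substrate; Evaluation: % inhibition of substrate cleavage by Csn5; Control set: substrate-only high control, full reaction low control.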
STEP block: STEP phosphatase inhibitors, primary screen, biochemical, fluorescence intensity, uHTS; Tyrosine-protein phosphatase non-receptor type 5 (Homo sapiens), P54829; recombinant STEP, OMFP fluorogenic substrate; inhibition, % at 20 µM; actives 0.25% (n = 360,000);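 active means inhibition at 20 µM, scaled per plate between control wells, above about 37%, limit read from the data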;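 further: 0% = DMSO with enzyme and substrate and 100% = substrate only without enzyme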
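Also added – OMFP at 25 µM · Test system – STEP tyrosine phosphatase · Technique – FITC-channel fluorescence of OMFP product · Schedule – 20 min at room temperature, dark · Evaluation – control-normalized % inhibition with plate pattern correction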
DNMT1 block: human DNMT1 methyltransferase inhibitors, primary screen, biochemical, molecular beacon, fluorescence, HinP1I cleavage, uHTS | actives 0.83% (n = 360,000) | inhibition (reported as % activation of signal), % at 10 µM; in the data active means inhibition above about 50%
LMPTP block: LMPTP phosphatase inhibitors, primary screen, biochemical, fluorescence intensity, uHTS; recombinant LMPTP-A, OMFP fluorogenic substrate; Low molecular weight phosphotyrosine protein phosphatase (Homo sapiens), P24666; inhibition, % at 20 µM; actives 0.22% (n = 360,000); AID 651560, 2012;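 active means compounds that cut the enzyme signal by at least half of the control window in the single-dose screen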;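 further: plate controls were DMSO wells with enzyme plus substrate for no effect and substrate without enzyme for full effect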
Target sequence (P24666 whole entry, looked up): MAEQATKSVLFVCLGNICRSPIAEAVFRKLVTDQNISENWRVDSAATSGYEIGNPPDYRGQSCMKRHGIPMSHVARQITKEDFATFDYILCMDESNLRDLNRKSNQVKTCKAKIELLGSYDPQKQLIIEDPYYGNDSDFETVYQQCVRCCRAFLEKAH
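Assay system: LMPTP-A enzyme. Input: 0.625 nM LMPTP-A final. Probe or stimulus: 400 µM OMFP. Compound dosing: single 20 µM dose. Schedule: 50 min dark incubation at room temperature. Detection: fluorescence intensity of OMFP turnover product. Read-out: percent inhibition versus substrate-only and uninhibited controls. Benchmarks: no-enzyme low control, uninhibited high control.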
NadD inh: inhibitors of S. aureus NadD, primary screen, biochemical, colorimetric, uHTS | Nicotinate-nucleotide adenylyltransferase NadD (Staphylococcus aureus N315) | purified NadD enzyme, colorimetric absorbance read-out | inhibition, % at 20 µM | actives 0.78% (n = 360,000); in the data active means inhibition above about 26%; further: some compounds past the cut are filed as inactive
Tb MetRS inh: T. brucei MetRS inhibitors, primary screen, biochemical, luminescence; actives 0.4% (n = 360,000); inhibition, % at 11.9 µM; purified T. brucei MetRS, ATP depletion, Kinase-Glo luminescence;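 active means inhibition above a per-plate cutoff of the control wells' mean inhibition plus 3 SD, cut at about 5.5% in these data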;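 further: 0% = DMSO wells median and 100% = median of wells with control inhibitor compound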
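Test system – parasite MetRS enzyme · Reagent – substrates ATP, L-methionine and bulk Escherichia coli tRNA · Doses – 11.9 µM compound single dose, 0.9% DMSO · Times – 15 min enzyme-compound preincubation, 2 h reaction, 10 min detection, 25 °C · Signal – Kinase-Glo luminescence, ATP depletion format · Controls – DMSO-only wells as low control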
SUMO1 PPI mod: modulators of SUMO1 protein-protein interactions, primary screen, biochemical, uHTS; Small ubiquitin-related modifier 1 (Homo sapiens), P63165; inhibition, % at 20 µM; SUMO1 binding to a labelled peptide, TR-FRET, 1 h; AID 602429, 2012; actives 0.33% (n = 360,000); in the data active means inhibition above about 37%
Scp-1 inhibitor: Scp-1 phosphatase inhibitors, primary screen, biochemical, colorimetric, uHTS; Carboxy-terminal domain RNA polymerase II polypeptide A small phosphatase 1 (Homo …; Recombinant Scp1, phosphopeptide, malachite green phosphate absorbance; inhibition, % at 20 µM; actives 0.88% (n = 340,000);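 active means inhibition above about 50% at 20 µM, limit read from the data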;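 further: plate controls were DMSO wells with enzyme for no effect and wells lacking enzyme for full effect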
Target sequence (Q9GZU7 76-261 limits assumed): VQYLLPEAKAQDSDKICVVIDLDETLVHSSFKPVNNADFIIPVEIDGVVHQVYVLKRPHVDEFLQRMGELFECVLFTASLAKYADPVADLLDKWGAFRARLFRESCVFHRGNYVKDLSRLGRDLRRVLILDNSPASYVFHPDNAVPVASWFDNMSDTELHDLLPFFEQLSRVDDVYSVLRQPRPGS
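Test system: SCP-1 catalytic domain; Buffer or medium: Acidic Tris acetate buffer with magnesium and detergent; Also added: Phosphorylated 17-residue peptide substrate; Compound: single 20 µM dose, 1% DMSO; Schedule: enzyme reaction 45 min at room temperature, colour 5 min, stabilisation 30 min; Signal: Phosphate-binding colour reagent, absorbance read at 630 nm.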
Rpn11 inh: Rpn11 (PSMD14) deubiquitinase inhibitors, primary screen, biochemical, fluorescence polarization, uHTS | actives 0.59% (n = 360,000) | calls only at 20 µM | human 26S proteasome, Ub4-pepOG fluorescence polarization; 20S core pre-blocked with epoxomicin | 26S proteasome non-ATPase regulatory subunit 14 (Homo sapiens), O00487 | AID 588493, 2011;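 active means inhibition at 20 µM, scaled to each plate's controls, above about 33%, limit read from the data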
Target sequence (O00487 whole entry, looked up): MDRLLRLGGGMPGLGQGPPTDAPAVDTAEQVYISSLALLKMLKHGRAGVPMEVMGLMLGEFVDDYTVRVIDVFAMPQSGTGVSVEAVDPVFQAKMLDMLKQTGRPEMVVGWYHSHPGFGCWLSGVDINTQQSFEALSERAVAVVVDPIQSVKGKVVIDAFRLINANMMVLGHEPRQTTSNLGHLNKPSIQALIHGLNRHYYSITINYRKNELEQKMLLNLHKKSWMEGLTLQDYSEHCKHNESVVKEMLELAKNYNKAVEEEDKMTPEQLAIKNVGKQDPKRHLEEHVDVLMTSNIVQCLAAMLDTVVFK
MsrA inh: bovine MsrA enzyme inhibitors, primary screen, biochemical, absorbance, HTS; Methionine sulfoxide reductase A (Bos taurus); purified bovine MsrA, absorbance read-out; inhibition, % at 15.5 µM; actives 0.75% (n = 360,000); in the data active means inhibition above about 4.5%;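 further: 0% = vehicle wells with enzyme and 100% = reference inhibitor wells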
* marks the source's active call; other numbers are inactive results; i = inactive; · = no result given.

1) O=C(Nc1ccc(N2CCOCC2)c(Cl)c1)c1cccnc1
2) CC(C)Oc1cccc(C(=O)C2CCCN(Cc3cccn3-c3cccnc3)C2)c1 (centres undefined)
3) Cc1onc(-c2ccccc2)c1C(=O)N1CCc2ccccc21
4) COc1ccc(Cl)cc1-c1nc(-c2ccc(NC(=O)c3cccs3)cc2)no1
5) Cc1nn(CCC(=O)NNC(=S)Nc2ccc(F)cc2)c(C)c1Br
6) CCCCCN(C(=O)CCC(=O)OCC(=O)NCCc1ccccc1)c1c(N)n(CCCC)c(=O)[nH]c1=O

Screen / compound no.	1	2	3	4	5	6
NadD inh	0	-5	-3	11	-4	-2
SUMO1 PPI mod	2	3	-1	8	0	0
Rpn11 inh	i	i	i	i	i	i
DNMT1 block	-1	-3	1	47	1	-1
LMPTP block	-0.3	-0.3	0.1	26	-3.0	-1.6
CSN deneddyl inh	1	4	-1	3	-13	-4
STEP block	1	0	2	-1	2	0
MsrA inh	0.4	-0.3	-0.8	·	-0.4	-0.4
Tb MetRS inh	-0.2	-1.2	-0.4	-1.1	-0.6	-0.2
Scp-1 inhibitor	-5	-11	-9	1	-5	·

Continued, starting with the last 4 of the part before.
3) Cc1onc(-c2ccccc2)c1C(=O)N1CCc2ccccc21
4) COc1ccc(Cl)cc1-c1nc(-c2ccc(NC(=O)c3cccs3)cc2)no1
5) Cc1nn(CCC(=O)NNC(=S)Nc2ccc(F)cc2)c(C)c1Br
6) CCCCCN(C(=O)CCC(=O)OCC(=O)NCCc1ccccc1)c1c(N)n(CCCC)c(=O)[nH]c1=O
7) CCOc1cc(/C=C2\NC(=O)NC2=O)cc([N+](=O)[O-])c1O
8) CN(C)CCCn1c(SCc2ccc(Cl)cc2)nnc1-c1ccncc1
9) CCOc1ccc(/C=C/C(=O)Oc2ccc(OC)cc2)cc1
10) O=C(c1ccccc1)c1ccccc1C(=O)N1CCOCC1
11) COc1ccc(S(=O)(=O)Nc2cc(S(=O)(=O)c3ccccc3)c(O)cc2C)cc1
12) COc1ccc(/C=N/NC(=O)c2ccc3nc[nH]c3c2)c(OC)c1OC

Screen / compound no.	3	4	5	6	7	8	9	10	11	12
NadD inh	-3	11	-4	-2	0	-3	2	-1	-12	-1
SUMO1 PPI mod	-1	8	0	0	-15	-2	4	0	5	0
Rpn11 inh	i	i	i	i	i	i	i	i	i	i
DNMT1 block	1	47	1	-1	-3	0	4	5	0	2
LMPTP block	0.1	26	-3.0	-1.6	-8.7	-6.9	1.0	0.1	1.6	0.2
CSN deneddyl inh	-1	3	-13	-4	2	3	-3	1	0	-1
STEP block	2	-1	2	0	2	2	2	-2	-4	0
MsrA inh	-0.8	·	-0.4	-0.4	2.8	1.2	-1.3	-0.1	-0.4	5.1*
Tb MetRS inh	-0.4	-1.1	-0.6	-0.2	0.0	-0.7	-0.2	-1.8	0.5	-1.3
Scp-1 inhibitor	-9	1	-5	·	-5	1	-6	2	-10	-10

Reprinted at random: two entries already listed.
8) CN(C)CCCn1c(SCc2ccc(Cl)cc2)nnc1-c1ccncc1
7) CCOc1cc(/C=C2\NC(=O)NC2=O)cc([N+](=O)[O-])c1O

Screen / compound no.	8	7
NadD inh	-3	0
SUMO1 PPI mod	-2	-15
Rpn11 inh	i	i
DNMT1 block	0	-3
LMPTP block	-6.9	-8.7
CSN deneddyl inh	3	2
STEP block	2	2
MsrA inh	1.2	2.8
Tb MetRS inh	-0.7	0.0
Scp-1 inhibitor	1	-5

(listing goes on)
13) O=C(N/N=C/c1ccc(OCc2ccccc2)cc1)c1ccncc1
14) CCc1ccc(-c2nnn(Cc3nn[nH]n3)n2)cc1
15) Cc1ccc(-c2nnc(SCC(N)=O)n2C)cc1
16) COc1ccc(NC(=O)CNS(=O)(=O)c2ccc(Cl)cc2)cc1
17) O=C(CCCOc1ccc(Cl)cc1Cl)N1CCCc2ccccc21
18) COC(=O)c1ccc(C2NC(=O)CCC2[N+](=O)[O-])cc1 (centres undefined)

Screen / compound no.	13	14	15	16	17	18
NadD inh	0	-3	0	5	-6	4
SUMO1 PPI mod	-10	8	1	-4	-3	-2
Rpn11 inh	i	i	i	i	i	i
DNMT1 block	2	1	1	1	-3	-1
LMPTP block	1.9	-1.2	1.2	-0.2	2.1	0.7
CSN deneddyl inh	-2	1	1	-2	0	2
STEP block	-2	3	-4	0	1	-3
MsrA inh	3.1	0.5	0.6	0.2	-0.4	0.4
Tb MetRS inh	-0.4	0.0	-0.1	0.5	0.2	-0.8
Scp-1 inhibitor	-7	-8	-5	3	-15	3

19) Cc1occc1C(=O)NNC(=O)C1CCCCC1
20) N#Cc1c(N)c(C(=O)c2ccc(Cl)cc2)n2c1CCC2
21) Cc1ccc(C)c(C(=O)O/N=C(\N)c2ccc(Br)cc2)c1
22) COc1ccc(OCCOCCN2CCOCC2)cc1
23) Nc1nonc1C(=O)NCCN=Cc1ccccc1O
24) COc1ccnc2c1c(=O)n(Cc1cccc(F)c1)c(=O)n2C

Screen / compound no.	19	20	21	22	23	24
NadD inh	-2	-3	-2	-3	-3	0
SUMO1 PPI mod	-3	-13	4	3	0	6
Rpn11 inh	i	i	i	i	i	i
DNMT1 block	2	2	-3	1	2	-1
LMPTP block	-0.4	0.2	2.0	-1.3	-2.7	-1.5
CSN deneddyl inh	-4	8	-4	-1	4	4
STEP block	1	-2	-2	-2	-2	0
MsrA inh	-0.2	0.8	-0.2	-0.6	-1.2	-0.2
Tb MetRS inh	-0.4	-1.4	0.1	-0.5	-0.3	-0.3
Scp-1 inhibitor	-8	-12	-6	-5	6	-9

25) Nc1nc(-c2ccccc2)c(CCCOc2ccc(NC(=O)CBr)cc2)c(=O)[nH]1
26) c1cncc(-c2nnc3n2C2(CCCCC2)Cc2ccccc2-3)c1
27) CN(CC(=O)Nc1ccc(Cl)c(C(F)(F)F)c1)C(=O)C1(c2ccccc2)CC1
28) COc1ccc(C(C)=O)cc1COC(=O)C1CC(=O)N(Cc2ccccc2)C1 (centres undefined)
29) Nc1ncc(-c2ccc(F)cc2)nc1N1CCN(CCO)CC1
30) Clc1ccc2[nH]c3c(c2c1)CCc1cn[nH]c1-3

Screen / compound no.	25	26	27	28	29	30
NadD inh	23	-1	-1	0	2	-4
SUMO1 PPI mod	4	3	3	3	-4	-6
Rpn11 inh	i	i	i	i	i	i
DNMT1 block	-12	-1	3	0	7	-15
LMPTP block	8.9	-1.0	3.7	-1.1	-3.8	-0.4
CSN deneddyl inh	-6	5	-4	2	-6	3
STEP block	-2	-2	-2	1	-3	2
MsrA inh	-0.1	-1.4	-0.2	1.5	2.9	1.4
Tb MetRS inh	-0.1	-0.3	-0.5	0.1	-0.2	32*
Scp-1 inhibitor	-5	-5	1	-13	·	5

31) CC(=O)c1c(C)[nH]c(C(=O)NCC2CCCCC2)c1C
32) CC1=CC=CC2=NC(=O)CC(C)(C(=O)N(CC(=O)NC3CCCC3)c3ccc(F)cc3)N12 (centres undefined)
33) N#C/C(=C\c1ccc(-c2ccc(C(=O)O)cc2)o1)c1nc2ccccc2[nH]1
34) CCOC(=O)C1=C(C)N=c2s/c(=C\c3ccncc3)c(=O)n2C1c1ccc2c(c1)OCO2 (centres undefined)
35) CCOc1ccccc1C(=O)NC(C(=O)Nc1cccnc1)C(C)C (centres undefined)
36) Cc1nnc(NC(=O)CSc2nc3[nH]ncc3c(=O)[nH]2)s1

Screen / compound no.	31	32	33	34	35	36
NadD inh	-2	-6	6	20	0	-4
SUMO1 PPI mod	4	-1	3	-15	-2	6
Rpn11 inh	i	i	·	i	i	i
DNMT1 block	4	2	-1	-18	2	3
LMPTP block	1.0	-0.6	8.4	1.8	-1.2	-2.4
CSN deneddyl inh	3	2	126	14	8	0
STEP block	-1	1	60*	7	0	-2
MsrA inh	0.2	0.8	0.2	1.6	0.4	-0.2
Tb MetRS inh	0.3	-0.6	1.6	-1.5	-0.2	-0.4
Scp-1 inhibitor	-1	-10	57*	-2	2	-4

37) Cn1cc(C(=O)Nc2ccc(Cl)cc2)c(C(F)(F)F)n1
38) CSc1ncnc2c1ncn2CCCNCCCc1ccccc1
39) C=CCN(c1ccccc1)S(=O)(=O)c1ccc2c(c1)NC(=O)C(C)S2 (centres undefined)
40) COc1ccc(S(N)(=O)=O)cc1C(=O)OCCCOC(=O)c1cc(S(N)(=O)=O)ccc1OC
41) Brc1ccc(-c2nnc3sc(CN4CCc5ccccc5C4)cn23)cc1
42) Cc1cc(C)c2c(n1)SCC(=O)N2CC(=O)Nc1cccc(Cl)c1

Screen / compound no.	37	38	39	40	41	42
NadD inh	4	2	-4	0	-7	-2
SUMO1 PPI mod	2	1	3	8	-3	4
Rpn11 inh	i	i	i	i	i	i
DNMT1 block	1	3	-2	1	4	-3
LMPTP block	0.1	-0.5	1.6	-0.8	-1.2	-0.2
CSN deneddyl inh	4	-3	-4	-6	-1	5
STEP block	2	0	-2	1	2	0
MsrA inh	0.9	-0.3	-0.1	1.3	-0.7	-1.4
Tb MetRS inh	-0.5	-0.6	-0.1	-0.2	2.8	0.4
Scp-1 inhibitor	-3	·	-5	-10	-8	-1

43) CCOC(=O)c1cc(C)sc1NC(=O)CN1CCN(C(=O)c2ccco2)CC1
44) CCOC(=O)c1c(C)c2c(=O)[nH]cnc2n1-c1ccccc1
45) CN(c1ccc(C(=O)N/N=C/c2cccc([N+](=O)[O-])c2)cc1)S(=O)(=O)c1ccccc1
46) CCOC(=O)C(C)N1N=C(/C=C/c2ccc(OC)cc2)CCC1=O (centres undefined)

Screen / compound no.	43	44	45	46
NadD inh	-1	-3	21	-3
SUMO1 PPI mod	0	3	-3	-9
Rpn11 inh	i	i	i	i
DNMT1 block	-5	-1	1	-3
LMPTP block	1.0	-2.1	2.8	-2.6
CSN deneddyl inh	-1	-3	2	1
STEP block	2	0	2	-3
MsrA inh	-1.2	0.8	1.4	6.1*
Tb MetRS inh	0.3	1.1	3.6	-0.4
Scp-1 inhibitor	-5	-7	1	-5

High-throughput results as filed in PubChem.
